RPL19A-GFP yeast – modulators of TOR pathway RPL19A-GFP in S. cerevisiae. 330,000 tested, 0.3% active. S. cerevisiae RPL19A-GFP strain, flow cytometry, 3 h; hits give low values. percent response vs DMSO, % at 10 µM. AID 2025;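 active = percent response vs DMSO below 50%; inconclusive = fewer than 70 events counted for the yeast strain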;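 note: median channel GFP fluorescence of the barcoded RPL19A-GFP strain; ratio of sample median GFP to plate DMSO average so 100% = DMSO; lower means less RPL19A-GFP as with rapamycin TOR inhibition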
MEP2-GFP yeast – alters MEP2-GFP fluorescence in TOR pathway yeast screen. S. cerevisiae MEP2-GFP strain, flow cytometry GFP, 3 h; 100% = DMSO control level. GFP response vs DMSO, % at 10 µM. 330,000 tested, 0.51% active;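 active = GFP response versus DMSO above a set limit, roughly screen mean plus 3 SD, cut at about 180% in these data; inconclusive = fewer than 70 cells counted for a yeast strain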;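 note: median GFP fluorescence of the barcode-gated MEP2-GFP cells per well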
procasp3 activ – activators of human procaspase-3 | P42574 | recombinant procaspase-3 D3A, Ac-DEVD-pNA absorbance 405 nm | activation, % at 8.5 µM | 330,000 tested, 0.11% active;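 active = activation above the mean of all tested compounds plus 3 SD, cut at about 21% in these data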;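 note: 0% = DMSO alone and 100% = DMSO wells spiked with extra 5 µM PC-3 D3A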
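Assay system – Procaspase-3 D3A mutant · Benchmarks – DMSO low control, extra-enzyme high control · Technique – 405 nm absorbance of p-nitroaniline, reads at 0 and 120 min · Doses – 8.5 µM nominal · Measure – % activation between DMSO and enzyme-spiked controls · Also added – Ac-DEVD-pNA chromogenic peptide substrate · Schedule – 1 h compound preincubation, 2 h substrate hydrolysis at 25 °C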
AHR activator – activates the human aryl hydrocarbon receptor | 320,000 tested, 2.5% active | AHR-responsive luciferase reporter cells, luminescence | activation, % at 5 µM | AID 2796; in the data active = activation above about 47%;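 note: 0% = vehicle wells and 100% = reference agonist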
Target sequence (P35869 whole entry, looked up): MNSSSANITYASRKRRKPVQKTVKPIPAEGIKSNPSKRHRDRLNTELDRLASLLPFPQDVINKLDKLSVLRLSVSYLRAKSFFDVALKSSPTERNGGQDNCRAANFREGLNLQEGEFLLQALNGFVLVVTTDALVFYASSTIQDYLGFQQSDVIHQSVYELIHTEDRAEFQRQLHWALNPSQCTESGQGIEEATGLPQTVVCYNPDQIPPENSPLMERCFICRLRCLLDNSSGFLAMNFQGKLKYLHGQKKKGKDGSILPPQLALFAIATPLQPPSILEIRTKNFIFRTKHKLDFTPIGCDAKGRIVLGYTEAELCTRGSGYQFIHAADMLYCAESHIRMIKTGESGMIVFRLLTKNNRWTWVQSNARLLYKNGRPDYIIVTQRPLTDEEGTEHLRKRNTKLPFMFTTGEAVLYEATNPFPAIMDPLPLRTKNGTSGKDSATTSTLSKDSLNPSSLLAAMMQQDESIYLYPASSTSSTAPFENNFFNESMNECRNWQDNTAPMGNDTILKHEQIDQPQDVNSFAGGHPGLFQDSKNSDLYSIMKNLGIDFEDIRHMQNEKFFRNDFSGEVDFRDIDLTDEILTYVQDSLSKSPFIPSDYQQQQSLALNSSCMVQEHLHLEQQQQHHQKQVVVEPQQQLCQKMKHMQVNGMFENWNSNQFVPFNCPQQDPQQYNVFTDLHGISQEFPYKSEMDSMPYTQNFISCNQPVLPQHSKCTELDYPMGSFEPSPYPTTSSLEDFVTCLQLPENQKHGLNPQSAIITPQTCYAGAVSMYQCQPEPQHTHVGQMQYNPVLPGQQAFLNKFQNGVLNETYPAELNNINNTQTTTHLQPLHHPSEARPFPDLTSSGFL
AGP1-GFP MLPCN – yeast TOR pathway AGP1-GFP modulation | 320,000 tested, 0.02% active | S. cerevisiae AGP1-GFP multiplex flow cytometry, 3 h; GFP as percent of DMSO wells | AID 2066 | GFP response vs DMSO, % at 10 µM;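 active = GFP response relative to DMSO above a set limit, near screen average plus 3 SD, cut at about 150% in these data; inconclusive = fewer than 70 cells counted for the yeast strain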;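 note: median GFP channel fluorescence of the gated AGP1 strain per well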
CIT2-GFP yeast – modulators of TOR pathway CIT2-GFP in S. cerevisiae; 320,000 tested, 0.065% active; GFP response vs DMSO, % at 10 µM; S. cerevisiae CIT2-GFP strain, flow cytometry, 3 h; 100 means same as DMSO wells;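 active = GFP response relative to DMSO above a set limit, near the screen mean plus 3 SD, cut at about 150% in these data; inconclusive = Fewer than 70 cells measured for a yeast strain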;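 note: ratio of well median GFP fluorescence to mean of DMSO wells on the plate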
LAP4 TOR yeast – modulators of TOR pathway LAP4-GFP in S. cerevisiae. 320,000 tested, 0.34% active. S. cerevisiae LAP4-GFP multiplex, flow cytometry GFP, 3 h; median GFP as percent of DMSO wells. GFP response vs DMSO, % at 10 µM;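 active = GFP response vs DMSO above a set limit, about the screen mean plus 3 SD, cut at about 150% in these data; inconclusive = under 70 cell events counted for the yeast strain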
procasp7 counter – activates human procaspase-7, counter-screen for procaspase-3 activators; recombinant procaspase-7, Ac-DEVD-pNA absorbance 405 nm; D23A/D198A/D206A triple mutant, cannot self-cleave; scale: DMSO 0, 5 µM enzyme 100; activation, % at 8.5 µM; 330,000 tested, 0.093% active; AID 463210;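 active = percent activation above the screen-wide mean plus 3 SD, cut at about 25% in these data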
Target sequence (P55210 whole entry D23A/D198A/D206A): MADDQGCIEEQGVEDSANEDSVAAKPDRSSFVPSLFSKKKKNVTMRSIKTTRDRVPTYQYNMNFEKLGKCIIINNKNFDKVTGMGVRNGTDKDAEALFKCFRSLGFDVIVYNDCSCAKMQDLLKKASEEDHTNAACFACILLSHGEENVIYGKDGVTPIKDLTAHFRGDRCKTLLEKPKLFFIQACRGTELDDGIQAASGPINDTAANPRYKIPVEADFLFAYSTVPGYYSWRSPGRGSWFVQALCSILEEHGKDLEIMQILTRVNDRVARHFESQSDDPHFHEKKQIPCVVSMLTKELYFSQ
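Detection: p-Nitroaniline absorbance at 405 nm, read at 0 and 120 min; system: Uncleavable procaspase-7 mutant enzyme; evaluation: % activation from two-timepoint absorbance difference, scaled to controls; times: 1 h enzyme–compound preincubation and 2 h substrate reaction, both 25 °C; buffer or medium: Zinc-free HEPES pH 7.4 with 300 mM NaCl, 0.01% Triton X-100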
* = called active by the depositor; u = inconclusive; x = not tested or not shown; [ ] = remark or other dose.

SMILES | RPL19A-GFP yeast | MEP2-GFP yeast | procasp3 activ | AHR activator | AGP1-GFP MLPCN | CIT2-GFP yeast | LAP4 TOR yeast | procasp7 counter
CSc1nc(-c2ccccc2)nc(NC(C)=O)c1C(C)=O | 98 | 100 | -1 | 14 | 94 | 92 | 99 | 11
CN(C)S(=O)(=O)c1ccc(C(=O)Nc2nc3ccccc3[nH]2)cc1 | 100 | 95 | 5 | 7 | 100 | 101 | 109 | 8
O=C(NNC(=O)c1cccs1)c1ccc([N+](=O)[O-])cc1 | 102 | 105 | -8 | 2 | 100 | 113 | 103 | -3
CCOC(=O)N1CCN(C(=O)COCc2cc(-c3ccc4c(c3)OCO4)on2)CC1 | 86 | 126 | 2 | 1 | 40 | 85 | 100 | 1
O=C(Nc1ccc(N2CCN(C(=O)c3ccccc3)CC2)cc1)c1cc2ccccc2o1 | 99 | 102 | -7 | -15 | 104 | 96 | 98 | 6
OC[C@H]1O[C@@H]2O[C@H]3[C@H](O)[C@@H](O)[C@@H](O[C@H]4[C@H](O)[C@@H](O)[C@@H](O[C@H]5[C@H](O)[C@@H](O)[C@@H](O[C@H]6[C@H](O)[C@@H](O)[C@@H](O[C@H]7[C@H](O)[C@@H](O)[C@@H](O[C@H]1[C@H](O)[C@H]2O)O[C@@H]7CO)O[C@@H]6CO)O[C@@H]5CO)O[C@@H]4CO)O[C@@H]3CO | 100 | 95 | 3 | 0 | 90 | 88 | 101 | 11
COc1ccc(CN=C2NN=C(c3cccc(OC)c3)CS2)cc1 | 98 | 106 | 3 | 5 | 102 | 103 | 114 | -14
Cc1cc(NS(=O)(=O)c2ccc(NC(=S)NC(=O)c3ccc(Br)cc3)cc2)no1 | 108 | 130 | -9 | 3 | 108 | 90 | 114 | -5
O=C1ON=C(c2ccccc2)/C1=C/c1ccc(OS(=O)(=O)c2ccccc2)cc1 | 96 | 104 | -2 | 1 | 100 | 99 | 112 | 0
C/C(=C\C(=O)c1ccccc1)Nc1ccc(Br)c(Cl)c1 | 101 | 108 | -4 | 3 | 101 | 103 | 110 | 6
COc1cc(OC)c(C2Oc3nc(SC)nnc3-c3ccccc3N2C(C)=O)cc1OC (configuration not stated) | 99 | 90 | -1 | 9 | 102 | 95 | 93 | 1
O=C1CN(Cc2cc(=O)oc3cc4c(cc23)CCC4)CCN1 | 100 | 101 | 12 | 2 | 101 | 100 | 96 | 9
CCCN(CCO)Cc1ccc2ccccc2c1 | 102 | 105 | 3 | 1 | 106 | 97 | 97 | -4
C[C@H](CO)N1C[C@H](C)[C@@H](CN(C)C(=O)Nc2ccc(C(F)(F)F)cc2)Oc2ccc(NC(=O)c3ccncc3)cc2C1=O | 98 | 101 | -3 | 4 | 101 | 99 | 103 | 5
CCCNc1nc2c(c(=O)n(C)c(=O)n2C)n1Cc1cccc(C)c1 | 97 | 101 | 1 | 0 | 103 | 94 | 97 | -3
Cn1c(N)c(C(=O)COC(=O)/C=C/c2ccc(Cl)cc2Cl)c(=O)n(C)c1=O | 99 | 95 | 2 | -1 | 95 | 112 | 89 | -12
COc1cccc(C2=NOC(C(=O)Nc3ccc(OC)c(OC)c3)C2)c1 (configuration not stated) | 106 | 105 | 5 | 4 | 107 | 105 | 106 | -12
FC(F)Oc1ccc(NC(=S)NCc2cccnc2)cc1 | 90 | 96 | 2 | 6 | 112 | 102 | 92 | 7
O=C1C2CCCN2C(=O)N1CCCCN1CCN(c2cccc(Cl)c2)CC1 (configuration not stated) | 100 | 106 | -2 | 0 | 102 | 99 | 99 | -2
Cc1nnc(SCC(=O)N(C(C)C)C(C)C)nc1C | 100 | 108 | -1 | 0 | 100 | 108 | 107 | -6
CCNC(=S)NCc1ccc(Cl)cc1 | 105 | 109 | 8 | 10 | 103 | 98 | 116 | -7
CCC(=O)Nc1cc(-c2nn(C)c(=O)c3ccccc23)ccc1N1CCCCC1 | 102 | 112 | 1 | 9 | 103 | 104 | 94 | -2
COc1ccccc1Nc1nc(N)nc(CN2CCCCC2)n1 | 108 | 99 | 5 | 5 | 108 | 102 | 104 | 3
CCCCNC(=O)[C@H]1C[C@H]1[C@@H](O)[C@H](CO)NC(=O)[C@H](CC(C)C)NC(=O)OC(C)(C)C | 110 | 101 | -3 | -2 | 101 | 94 | 113 | 7
CN1C(=O)C(O)(CC(=O)c2ccc(F)cc2)c2cc(Br)ccc21 (configuration not stated) | 101 | 96 | -4 | 39 | 105 | 107 | 93 | -4

Fetched one by one from the list above, three records:
SMILES | RPL19A-GFP yeast | MEP2-GFP yeast | procasp3 activ | AHR activator | AGP1-GFP MLPCN | CIT2-GFP yeast | LAP4 TOR yeast | procasp7 counter
O=C1C2CCCN2C(=O)N1CCCCN1CCN(c2cccc(Cl)c2)CC1 (configuration not stated) | 100 | 106 | -2 | 0 | 102 | 99 | 99 | -2
O=C(NNC(=O)c1cccs1)c1ccc([N+](=O)[O-])cc1 | 102 | 105 | -8 | 2 | 100 | 113 | 103 | -3
Cn1c(N)c(C(=O)COC(=O)/C=C/c2ccc(Cl)cc2Cl)c(=O)n(C)c1=O | 99 | 95 | 2 | -1 | 95 | 112 | 89 | -12

Additional structures follow:
SMILES | RPL19A-GFP yeast | MEP2-GFP yeast | procasp3 activ | AHR activator | AGP1-GFP MLPCN | CIT2-GFP yeast | LAP4 TOR yeast | procasp7 counter
COCC1CCN(Cc2cn[nH]c2-c2ccc(OC)c(F)c2)C1 (configuration not stated) | 104 | 104 | -1 | 8 | 109 | 98 | 104 | 1
CC(C)Cn1c(SCC(=O)N2CCCc3ccccc32)nc2ccccc2c1=O | 107 | 106 | -3 | 4 | 115 | 101 | 116 | 8
Cc1ccc(CSCc2ccc(C(=O)O)o2)cc1 | 100 | 95 | 6 | 0 | 97 | 98 | 92 | 8
Cc1ccc(NC(=S)Nc2ccc(S(=O)(=O)Nc3ncccn3)cc2)cc1Cl | 103 | 102 | 1 | 0 | 98 | 102 | 95 | -10
Cc1cccc(NC(=O)C2CC(=O)N/C(=N/N=C/c3ccco3)S2)c1 (configuration not stated) | 96 | 100 | 5 | 28 | 98 | 97 | 91 | 7
CN(CC(=O)Nc1ccc(F)cc1[N+](=O)[O-])Cc1ccccc1 | 95 | 99 | 9 | -1 | 96 | 93 | 102 | -5
COc1cccc(NC(=O)C2CCN(S(=O)(=O)c3ccc4[nH]c(=O)ccc4c3)CC2)c1 | 93 | 90 | 6 | 2 | 93 | 87 | 89 | -1
O=C(CSc1n[nH]c(=O)n1C1CC1)c1ccc(F)cc1 | 94 | 91 | -10 | 0 | 103 | 103 | 106 | -1
CCOc1ccc(-c2[nH]ncc2-c2csc(C)n2)c(O)c1 | 97 | 103 | 3 | 26 | 96 | 101 | 94 | -5
Oc1ccc2ccccc2c1/C=N/c1nccs1 | 108 | 99 | -3 | 19 | 80 | 104 | 95 | -1
Cc1occc1-c1nnc(SCC(=O)N2CC(=O)Nc3ccccc32)n1CC(C)C | 37*[may fluoresce violet] | 197*[may fluoresce violet] | -8 | 5 | 29[may fluoresce violet] | u | 86[may fluoresce violet] | 12
CCN1CCN(c2nc3c(C)cccn3c(=O)c2/C=C(\C#N)S(=O)(=O)c2ccc(Cl)cc2)CC1 | 100 | 100 | -9 | 3 | 110 | 98 | 115 | -1
C#CCOCCOCCOCCNc1nc(N2CCN(C(=O)[C@H](CCC(=O)O)n3cc([C@@H](N)[C@H](C)CC)nn3)CC2)nc(N2CCN(C(=O)[C@H](CCC(=O)O)n3cc([C@@H](N)CC(N)=O)nn3)CC2)n1 | 92 | 90 | 7 | -1 | 97 | 99 | 93 | 4
C=CCNC(=O)/C(C#N)=C/c1ccc(OS(=O)(=O)c2ccc(C)cc2)c(OC)c1 | 80 | 86 | -4 | 1 | 82 | 80 | 186* | 11
O=C(COc1cc(Cl)ccc1Cl)Nc1nnc(CC(=O)N2CCOCC2)s1 | 98 | 113 | 0 | 3 | 101 | 97 | 95 | -2
CCN(CC)c1ccc(NC(=O)CCN2C(=O)c3ccccc3S2(=O)=O)c(C)c1 | 104 | 105 | -9 | 1 | 116 | 98 | 118 | -5
CCOc1ccc(-n2c(SC(C)C(=O)OC)nc3c(c2=O)SCC3)cc1 (configuration not stated) | 95 | 92 | -1 | 0 | 94 | 98 | 96 | 8
CN(C)S(=O)(=O)c1cccc(C(=O)OCC(=O)N2c3ccccc3NC(=O)C2(C)C)c1 | 101 | 103 | 9 | -2 | 107 | 109 | 101 | 6
COc1ccccc1N1CC(C(=O)NC2CCCCCC2)CC1=O (configuration not stated) | 100 | 104 | 8 | 0 | 103 | 92 | 100 | 6
O=S(=O)(c1ccccc1)N1CCN(c2cc(-c3ccccc3)nc3ncnn23)CC1 | 101 | 106 | 8 | -2 | 103 | 100 | 107 | 9
COCCn1cnc2c1c(=O)n(CC(=O)O)c(=O)n2Cc1ccccc1 | 100 | 112 | -5 | 2 | 89 | 99 | 94 | 8
CC1CCc2sc(C(=O)Nc3ccc(C(N)=O)cc3)cc2C1 (configuration not stated) | 107 | 102 | 8 | 18 | 103 | 97 | 111 | 3
Cc1cc2c(N=NC(=O)CCc3ccccc3)c(O)[nH]c2cc1Br | 97 | 98 | 1 | 30 | 104 | 103 | 96 | 4
CCc1ccc(OCCOCC(O)CN2CCN(Cc3ccc(Cl)cc3)CC2)cc1 (configuration not stated) | 104 | 97 | -4 | 1 | 98 | 102 | 91 | 4
Cc1cccc(C(=O)NCC(=O)OCC(=O)c2cc(C)n(CC3CCCO3)c2C)c1 (configuration not stated) | 97 | 96 | 4 | -3 | 102 | 102 | 99 | 10

Remaining list, next part
SMILES | RPL19A-GFP yeast | MEP2-GFP yeast | procasp3 activ | AHR activator | AGP1-GFP MLPCN | CIT2-GFP yeast | LAP4 TOR yeast | procasp7 counter
C=C(C)c1cccc(C(C)(C)NC(=O)Nc2ccc(OC)cc2)c1 | 107 | 108 | -11 | 2 | 101 | 108 | 90 | -2
Clc1ccc(Cc2noc(Cc3ccccc3)n2)cc1Cl | 95 | 102 | 3 | 9 | 100 | 101 | 102 | 8
Cc1cc(Cn2nnnc2-c2ccncc2)cc(C)c1O | 103 | 100 | 1 | 3 | 97 | 107 | 86 | -4
CC(C)C(=O)N1CCN(c2ccccc2NC(=O)c2ccc([N+](=O)[O-])o2)CC1 | 104 | 102 | 0 | 5 | 106 | 100 | 114 | 3
CCC(CC)C(=O)Nc1cccc(/C(C)=N/NC(=O)c2ccccc2Cl)c1 | 97 | 93 | 2 | 10 | 99 | 103 | 96 | -2
CCN(C(=O)COC(=O)c1cc2c(s1)CCCCC2)C1CCS(=O)(=O)C1 (configuration not stated) | 100 | 95 | 1 | 1 | 94 | 93 | 87 | 13
COc1ccc(OC)c(-c2csc(N(Cc3ccco3)C(=O)c3cccs3)n2)c1 | 99 | 94 | -4 | 25 | 90 | x | 104 | 3
O=C(O)C1CC1C(=O)N1CCN(c2ccc(Cl)c(Cl)c2)CC1 (configuration not stated) | 98 | 104 | -10 | -1 | 104 | x | 94 | 12
Cc1ccc(-c2nnc(SCC(=O)Nc3ccc4c(c3)OCCO4)n2N)cc1 | 106 | 108 | 15 | 6 | 107 | 109 | 109 | 3
Cc1cc(N2C(=O)C(=O)/C(=C(/O)c3ccccc3)C2c2cccs2)no1 (configuration not stated) | 99 | 105 | -8 | -2 | 109 | 98 | 101 | -23

Assay outcomes as filed in PubChem.
